High-throughput results (PubChem)
C2C12 statin: suppressors of statin myotoxicity in C2C12 myotubes, primary screen, cell-based, single point, plate reader | C2C12 myotubes + simvastatin, ATP luminescence, 48 h; scaled: DMSO 0, geranylgeraniol control 100 | rescue of ATP level, % at 7.49 µM | hit rate 0.78% among 330,000 | AID 602340, 2012;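 active means mean ATP rescue above about 67%, or every replicate alone reaching that limit, limit read from the data, passing the limit was not always enough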;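 further: myotubes were challenged with 10 µM simvastatin during compound exposure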
LGR2 antag: inhibitors of bursicon-induced LGR2 CRE-luciferase signal, primary screen, cell-based, HEK293, CRE-luciferase reporter, bursicon stimulation | Drosophila bursicon receptor LGR2 (rickets) | bursicon-stimulated, 4 h | inhibition, % at 9.99 µM | hit rate 0.35% among 380,000;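 active means drop in luminescence signal, shown as inhibition above about 50% in the replicate tests, limit read from the data, passing the limit was not always enough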;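 further: agonist challenge used bursicon conditioned medium at about half maximal strength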
S100A4 MyoIIA: inhibitors of S100A4-myosin IIA peptide binding, primary screen, biochemical, fluorescence polarization, TAMRA-MyoIIA peptide. AID 652163, 2013. Protein S100-A4 (Homo sapiens), P26447. hit rate 0.14% among 360,000. inhibition, % at 10.7 µM;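 active means mean inhibition of at least 70% across replicates, with every replicate also reaching that level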
Target sequence (P26447 whole entry, looked up): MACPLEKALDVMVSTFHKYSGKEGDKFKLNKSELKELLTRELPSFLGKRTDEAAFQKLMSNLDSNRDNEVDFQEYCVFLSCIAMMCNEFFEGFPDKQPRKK
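System – human S100A4 monomer protein, biochemical binding assay · Buffer or medium – Calcium-containing HEPES buffer, pH 7.2 · Timing – 5 min between mix addition and reading · Also added – TAMRA-labelled myosin IIA heavy-chain peptide probe, 5 nM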
CASP6 VEID inh: human caspase-6 inhibitors, primary screen, biochemical, VEID-R110 fluorescence, single point, set 2. purified caspase-6, Z-VEID-R110 cleavage fluorescence. P55212. hit rate 0.53% among 350,000. inhibition, % at 12.5 µM. AID 686996, 2013;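 active means mean inhibition across replicates at least about 35%, with every replicate also reaching that limit, limit read from the data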;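 further: 0% = median of neutral control wells and 100% = no fluorescence left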
Target sequence (P55212 24-179 limits assumed): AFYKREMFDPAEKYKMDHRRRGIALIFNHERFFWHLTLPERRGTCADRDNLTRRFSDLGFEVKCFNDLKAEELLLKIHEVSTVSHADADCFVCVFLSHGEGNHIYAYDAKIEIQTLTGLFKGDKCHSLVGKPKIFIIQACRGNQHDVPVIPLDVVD
Target sequence (P55212 194-293 limits assumed): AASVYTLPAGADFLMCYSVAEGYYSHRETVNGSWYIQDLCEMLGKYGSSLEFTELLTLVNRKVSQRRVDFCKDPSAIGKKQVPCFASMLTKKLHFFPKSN
SIRT5 block: SIRT5 desuccinylase inhibitors, primary screen, biochemical, fluorescence imaging, single point, set 5; NAD-dependent protein deacylase sirtuin-5, mitochondrial (Homo sapiens), Q9NXA8; Purified SirT5, succinyl-peptide AMC, trypsin-coupled fluorescence; inhibition, % at 15 µM; hit rate 1.1% among 330,000; AID 652115, 2013; in the data active means inhibition above about 15%
Target sequence (Q9NXA8 whole entry, looked up): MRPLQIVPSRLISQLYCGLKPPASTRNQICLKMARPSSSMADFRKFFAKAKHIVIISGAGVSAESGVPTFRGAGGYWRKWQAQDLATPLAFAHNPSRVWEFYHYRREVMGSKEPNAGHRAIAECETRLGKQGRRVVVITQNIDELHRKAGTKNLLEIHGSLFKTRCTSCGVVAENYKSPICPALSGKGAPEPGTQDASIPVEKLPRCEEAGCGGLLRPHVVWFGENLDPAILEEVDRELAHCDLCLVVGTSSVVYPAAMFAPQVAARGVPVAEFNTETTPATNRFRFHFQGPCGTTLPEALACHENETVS
FN deposition inh: inhibitors of fibronectin matrix deposition, primary screen, AH1F cells, Alexa488-fibronectin fluorescence, plate reader. AH1F fibroblasts, overnight. AID 743247, 2014. inhibition, % at 12.6 µM. hit rate 0.086% among 350,000;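 active means mean inhibition across replicates of 30% or more, regardless of how many single replicates reach that level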;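 further: positive control wells lacked labelled fibronectin entirely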
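Schedule: 1 h cell adhesion before compound, then overnight fibronectin incubation; test system: AH1F fibroblast monolayer depositing Alexa488-labelled fibronectin into matrix; quantity: 10000 AH1F cells per well; probe or stimulus: fluorescent fibronectin at 24 nM final; signal: fluorescence, ex 485 nm, em 525 nm; evaluation: percent inhibition as loss of matrix-bound fibronectin fluorescence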
esBAF inh: Bmi1 luciferase reporter increase in mESCs, primary screen, esBAF inhibitor project, mouse ES cells, Bmi1 luciferase knock-in, single point; 24 h; 100% = twice the neutral-well signal; hit rate 2% among 350,000; reporter increase, % at 12.5 µM; in the data active means activation above about 40%;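 further: 0% = median of the plate's neutral control wells and 100% = double that signal; a rise in the Bmi1 reporter signal indicates esBAF inhibition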
Active calls of the source: *; nt = not tested or not shown; & = joins results of further samples.

SMILES	C2C12 statin	LGR2 antag	S100A4 MyoIIA	CASP6 VEID inh	SIRT5 block	FN deposition inh	esBAF inh
CS(=O)(=O)Nc1ccc2c(c1)[C@H]1C[C@@H](CC(=O)N3CCCCC3)O[C@@H](CO)[C@H]1O2	-2	-15	nt	nt	nt	-8	0
Cc1ccc(NC(=O)C2CCCCC2)cc1C	6	15	-1	-2	nt	-2	-2
CCN1C(=O)/C(=C/c2ccc(OC)c(OC)c2)N=C1SCC(=O)NCc1ccco1	-6	-16	-6	2	-1	-2	-10
O=c1cc(-c2cccc(F)c2)[nH]c2ccccc12	-47	-17	-3	-1	2	-8	-7
Cn1cnnc1SCCC(=O)Nc1ccc(Cl)cc1	6	nt	nt	nt	nt	-15	15
CC1(C)CC(=O)C=C(c2cccc(O)c2)C1	20	1	0	0	nt	1	10
C[C@H]1CN([C@@H](C)CO)C(=O)Cc2cc(NC(=O)CCC(F)(F)F)ccc2O[C@H]1CN(C)Cc1ccc(C(=O)Nc2ccccc2N)cc1	41	11	-13	-1	nt	-18	-21
CNC(=O)CSc1cnc2ccccc2n1	nt	4	-2	4	-6	4	nt
CN1C(=O)c2cc(NS(=O)(=O)c3ccc(F)cc3)ccc2OC[C@H]2O[C@@H](CC(=O)NCC(F)(F)F)CC[C@H]21	-12	-17	-11	1	-1	-6	0
C[C@@H]1CN([C@@H](C)CO)C(=O)Cc2cc(NC(=O)C3CC3)ccc2O[C@@H]1CN(C)C(=O)Nc1cccc2ccccc12	2	2	1	1	0	nt	-3
O=C1CC2(CCCC2)C(=O)N1CN1CCN(S(=O)(=O)c2ccc(Cl)c(Cl)c2)CC1	0	5	5	-4	-2	-2	5
COc1ccccc1N(/N=C1\Sc2ccccc2C1=O)C(C)=O	nt	nt	8	3	-18	0	nt
COc1cccc(-c2nnn(CCC(=O)O)n2)c1	-17	nt	nt	nt	nt	14	-7
CC(C)N(C(=O)Cn1cc(S(=O)(=O)CC(=O)NCCc2ccccc2)c2ccccc21)C(C)C	23	4	6	-4	nt	-8	1
Cc1cc(C)c2c(=O)n3c(nc2c1)C(CC(C)C)NC(=O)c1cc2ccccc2cc1-3 (configuration not stated)	-26	10	-5	1	-6	-7	9

Shown with each value named: part of the list above.
> COc1cccc(-c2nnn(CCC(=O)O)n2)c1
  C2C12 statin: -17
  LGR2 antag: nt
  S100A4 MyoIIA: nt
  CASP6 VEID inh: nt
  SIRT5 block: nt
  FN deposition inh: 14
  esBAF inh: -7
> COc1ccccc1N(/N=C1\Sc2ccccc2C1=O)C(C)=O
  C2C12 statin: nt
  LGR2 antag: nt
  S100A4 MyoIIA: 8
  CASP6 VEID inh: 3
  SIRT5 block: -18
  FN deposition inh: 0
  esBAF inh: nt
> C[C@H]1CN([C@@H](C)CO)C(=O)Cc2cc(NC(=O)CCC(F)(F)F)ccc2O[C@H]1CN(C)Cc1ccc(C(=O)Nc2ccccc2N)cc1
  C2C12 statin: 41
  LGR2 antag: 11
  S100A4 MyoIIA: -13
  CASP6 VEID inh: -1
  SIRT5 block: nt
  FN deposition inh: -18
  esBAF inh: -21

New compounds follow
SMILES	C2C12 statin	LGR2 antag	S100A4 MyoIIA	CASP6 VEID inh	SIRT5 block	FN deposition inh	esBAF inh
C[C@H](CO)N1C[C@H](C)[C@@H](CN(C)C(=O)Nc2ccc(C(F)(F)F)cc2)Oc2ccc(NC(=O)CCC(F)(F)F)cc2CC1=O	-22	2	nt	nt	nt	-2	-1
COCC(=O)N1CCC2(CC1)CN(Cc1cccc(OC)c1)[C@H](CO)c1[nH]c3cc(OC)ccc3c12	nt	26	-2	0	2	nt	nt
O=C(C[C@H]1CC[C@H]2[C@@H](COC[C@@H](O)CN2C(=O)c2ccncc2)O1)NC1Cc2ccccc2C1	-5	-16	-5	1	0	2	0
O=C(CCN1C(=O)/C(=C/c2ccccc2Cl)SC1=S)NNC(=O)c1ccccc1O	nt	14	3	7	-2	-1	nt
Fc1ccc2[nH]c3c(N4CCc5ccccc5C4)ncnc3c2c1	nt	16	1	-1	-1	9	nt
COc1ccc(-c2ccc([C@@H]3[C@@H](CO)N4C(=O)CN(Cc5ccccc5)C[C@@H]34)cc2)cc1	nt	-4	10	0	-5	-3	nt
O=C(NCc1ccccc1)c1cc(=O)c2ccccc2o1	nt	5	3	3	-2	nt	nt
C[C@H]1CN([C@@H](C)CO)C(=O)c2cccc(NS(C)(=O)=O)c2O[C@@H]1CN(C)C(=O)Nc1ccc(C(F)(F)F)cc1	-11	10	1	0	1	nt	2
CC(=O)N(C)C[C@@H]1Oc2cc(C#Cc3ccccn3)ccc2S(=O)(=O)N([C@@H](C)CO)C[C@@H]1C	9	11	-11	1	2	nt	3
CCCC(=O)Nc1ccc2c(c1)OC[C@H](C)N(Cc1ccc(-c3ccccn3)cc1)C[C@@H](C)[C@@H](OC)CN(C)C2=O	-12	-8	-6	2	6	-2	1
CN1CCN(C2=NC(=O)/C(=C/c3cn[nH]c3-c3ccccc3)S2)CC1	nt	2	-5	-3	0	-3	nt
CC(C)(C)c1nnc2sc(SCC(=O)N3CCc4ccccc43)nn2c1=O	2	3	-2	-2	1	2	4
CCCNC(=O)[C@H]1[C@H](CO)[C@H]2Cn3c(ccc(-c4cccc(OC)c4)c3=O)[C@@H]1N2CC	nt	-4	2	2	-5	nt	nt
COCC(=O)Nc1ccc2c(c1)[C@H]1C[C@H](CC(=O)NCc3ccccc3OC)O[C@@H](CO)[C@H]1O2	0	1	6	-5	-1	0	0
Cc1cc(C)n(S(=O)(=O)c2ccc3oc(=O)ccc3c2)n1	14	8	2	0	1	3	1
C[C@@H]1CN([C@H](C)CO)C(=O)Cc2cc(NC(=O)Cn3cnnn3)ccc2O[C@H]1CN(C)C(=O)Nc1ccccc1	10	1	7	3	2	nt	2
NC(=O)NC(=O)CSc1nc2cc([N+](=O)[O-])ccc2n1-c1cccc(C(F)(F)F)c1	nt	6	25	5	-3	7	nt
CO[C@H]1CC[C@H]2CCOc3ccc(C#N)cc3C(=O)N(C)C[C@@H](C)C(=O)N(C)C[C@@H]1O2	-18	13	2	1	-2	7	2
COc1ccc2c3c([nH]c2c1)[C@H](CO)N(C(=O)Nc1ccc(F)cc1)CC31CCN(C(=O)Nc2ccc3c(c2)OCO3)CC1	nt	22	7	-3	-2	4	nt
O=C(CCc1nc2ccccc2s1)NCc1ccccc1F	nt	-19	-5	2	-3	-15	nt
O=C(Cc1ccccn1)N[C@@H]1CC[C@H](CCn2cc(-c3cccnc3)nn2)O[C@@H]1CO	-5	-3	4	-2	1	nt	-3
COc1c(C(=O)Nc2ccc3[nH]c(=O)[nH]c3c2)cc2ccccc2c1Br	nt	-7	-3	-4	-4	3	nt
CCOc1ccccc1C(=O)NC1CC2CCCC(C1)N2Cc1ccc(C)cc1 (configuration not stated)	-20	12	2	-6	-2	6	-3
O=C(CS(=O)(=O)c1ccccc1)CS(=O)(=O)c1ccccc1	nt	-4	-5	-1	nt	-1	nt
COc1cccc(-c2cn(CC[C@H]3CC[C@H](NC(=O)CC4CC4)[C@H](CO)O3)nn2)c1	1	5	12	-3	1	-4	2
C[C@@H]1CCCCO[C@H](CN(C)S(=O)(=O)c2ccc(Cl)cc2)[C@@H](C)CN([C@H](C)CO)C(=O)c2cc(NC(=O)Nc3ccccc3)ccc2O1	nt	3	-3	-4	-3	nt	1
COc1ccc(N(CC(=O)NCCSc2ccccn2)S(=O)(=O)c2ccccc2)c(OC)c1	-5	-11	-4	-2	-2	-6	-2
Cc1ccc(S(=O)(=O)NCc2ccccc2Br)cc1	nt	0	-8	-1	-12	0	nt
COC(=O)CSc1nnc(-c2ccoc2C)n1-c1ccc(OC)cc1	nt	11	-1	-1	-3	nt	-2
CO[C@@H]1CN(C)C(=O)c2cc(NC(=O)NC3CCCCC3)ccc2OC[C@H](C)N(C(C)=O)C[C@H]1C	-6	-3	nt	nt	nt	14	-6
O=C(NCc1ccccc1)C(c1ccco1)N1CCN(c2ccccc2F)CC1 (configuration not stated)	nt	-22	-4	3	-4	11	nt
Cc1noc(C)c1S(=O)(=O)N1CCCC(C(=O)NCc2ccccc2Cl)C1 (configuration not stated)	12	13	-5	-2	0	2	2
CC=Cc1ccc2n(c1=O)C[C@@H]1N[C@H]2[C@H](C(=O)NC2CCCC2)[C@H]1CO (mixture of isomers)	nt	11	0	0	-17	5	nt
Cc1cc(C)c(CN2CCN(CCCn3cnc(C(=O)Nc4ccc(C)c(C)c4)n3)CC2)c(C)c1	-31	-8	5	8	-2	-9	-40
O=C(c1ccccc1F)N1C[C@H]2[C@@H](c3ccccc31)[C@H](CO)N2C(=O)c1ccccc1	-3	6	3	-1	-5	8	-6
CN(CCOc1ccc(Cl)cc1)C(=O)c1cccc(S(=O)(=O)N2CCN(c3ccccc3)CC2)c1	-25	6	-14	-1	-1	8	-24
O=C(CCN1C(=O)C2C3C=CC(C3)C2C1=O)Oc1ccc2ccccc2c1 (configuration not stated)	nt	-5	-6	0	20*	nt	nt
CO[C@@H]1CN(C)C(=O)c2cc(NC(=O)c3cnccn3)ccc2OC[C@@H](C)N(CCc2ccccc2)C[C@H]1C	-12	6	-1	2	nt	0	4
CCC(C(=O)c1ccc(O)cc1)c1ccccc1 (configuration not stated)	14	nt	nt	nt	nt	6	2
O=C(O)C1C2C=CC(C2)C1C(=O)Nc1cccc(C(=O)N2CCCCC2)c1 (configuration not stated)	20	-2	13	-2	8	nt	4
C[C@@H]1CN([C@@H](C)CO)C(=O)c2cc(NC(=O)C3CCCCC3)ccc2O[C@H]1CN(C)C(=O)Nc1cccc2ccccc12	10	8	8	-2	-4	nt	4
CS(=O)(=O)N1CCN(C(=O)Nc2ccccc2)CC1	4	5	4	-1	-4	-5	4
CCCCCCSc1cccc(-c2nc3ccc(Cl)cn3c2NCc2ccccc2)c1	-10	-9&-23	-10&-2	-3&0	0	4&3	-6
COc1ccccc1CNc1ncc(-c2ccccc2)n1C	-2	-18	3	1	-1	-8	10
C=CCN(c1ccc(C(=O)Nc2ccc3c(c2)n(C)c(=O)n3C)cc1)S(C)(=O)=O	-3	-6	0	3	0	-1	1
O=C1[C@@H]2Cc3c([nH]c4ccccc34)C(c3ccc(Cl)cc3)N2C(=O)CN1CCO (some centres not stated)	17	9	-7	1	-8	5	1
O=C(NC1CCCCC1)C1c2ccccc2OCC(=O)N1Cc1ccc2c(c1)OCO2 (configuration not stated)	nt	-4	-3	2	-3	-2	nt
COc1cccc(/C=N/NC(=O)c2c(-c3ccccc3)noc2C)c1OC	1	-15	-3	5	-10	9	-1
CCCNC(=O)N(C)C[C@@H]1Oc2cc(-c3ccc(C)cc3)ccc2S(=O)(=O)N([C@@H](C)CO)C[C@@H]1C	13	-2	-5	1	-3	-1	-4
COc1ccc(S(=O)(=O)Nc2ccc3c(c2)C(=O)N([C@H](C)CO)C[C@@H](C)[C@H](CN(C)C(=O)Nc2ccc4c(c2)OCO4)OCCCC[C@@H](C)O3)cc1	nt	-8	-6	-1	10	-4	11
Cc1cc(NC(=O)C(C)SCC(=O)Nc2ccccc2N2CCCC2)no1 (configuration not stated)	8	8	-1	0	-2	2	2
C[C@@H]1CCCCO[C@H](CN(C)Cc2ccc3c(c2)OCO3)[C@H](C)CN([C@@H](C)CO)C(=O)c2cc(NC(=O)CCCN(C)C)ccc2O1	-3	-7	14	-1	0	nt	4
COc1cc(NC(=O)C2CCN(S(=O)(=O)c3cccs3)CC2)cc(OC)c1	nt	-6	0	3	1	12	nt
C[C@@H]1CN([C@H](C)CO)S(=O)(=O)c2ccc(C#C[C@@H](C)O)cc2O[C@H]1CN(C)Cc1cccnc1	2	-9	-3	2	1	-2	5
CN1Cc2sc(NC(=S)NC(=O)c3ccccc3)c(C#N)c2CC1(C)C	nt	9	11	-26	0	-3	nt

This is a subset; the hit share may differ from the screen's.
